JMJD2A Tudor inh = blocks the human JMJD2A Tudor domain. 4.4% of 390,000 active. AlphaScreen JMJD2A-Tudor / H3K4me3 peptide binding. O75164. Potency, µM (series often up to 114 µM), without a hit: top-dose activity change, negative = inhibition, hits mostly inhibitors. AID 504339; also: potency is read from the fitted curve at half-maximal effect; % is scaled to controls: 0 for no effect and ±100 for the full control effect; nearly all actives have a fitted effect of over 50% in size
ALOX12 inh = inhibitors of human 12S-lipoxygenase ALOX12; P18054; purified 12hLO, xylenol orange hydroperoxide absorbance; Potency, µM (highest dose often 108 µM), inactives show top-dose activity change, negative = inhibition, actives largely listed as inhibitors; 1.1% of 580,000 active; also: potency is read from the fitted curve at half-maximal effect; % is scaled to controls: 0 for no effect and ±100 for the full control effect
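Purified human 12hLO at 150 nM in 25 mM Hepes, 0.01% Triton X-100, pH 7.0, preincubated 15 min at room temperature with compound. Reaction started with 40 uM arachidonic acid, 30 min at room temperature. Hydroperoxide measured by Fe-xylenol orange, 573/405 nm absorbance ratio.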
HP1b chromo inh = blocks HP1-beta chromodomain binding to methylated histone tails. P83916. AlphaScreen HP1-beta / biotin-H3K9me3 peptide binding. Potency, µM (top dose mostly 114 µM), for the others: at the highest dose activity change, negative = inhibition, usual class: inhibitors. 0.56% of 390,000 active; also: potency is read from the fitted curve at half-maximal effect; nearly all actives have a fitted effect of over 70% in size; inactives centre near 23
Target sequence (P83916 whole entry, looked up): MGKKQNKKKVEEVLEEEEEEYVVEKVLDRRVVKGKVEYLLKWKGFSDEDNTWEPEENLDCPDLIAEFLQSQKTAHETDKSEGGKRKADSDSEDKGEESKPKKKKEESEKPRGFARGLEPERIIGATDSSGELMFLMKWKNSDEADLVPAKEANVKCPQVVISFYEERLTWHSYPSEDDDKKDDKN
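HP1-beta protein (50 nM final) preincubated 30 min at room temperature with biotinylated H3(1-18)K9me3 peptide (50 nM) in PBS pH 7.4, 0.01% Tween-20, then compound added for 30 min. AlphaScreen streptavidin donor/nickel chelate acceptor beads (10 ug/mL final), 30 min dark, luminescence read.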
BAZ2B inh = BAZ2B (human) inhibition. 4.4% of 360,000 active. AlphaScreen BAZ2B-H3K14Ac peptide displacement. Potency, µM (series often up to 114 µM), inactives show at the top dose activity change, negative = inhibition, actives largely listed as inhibitors. Q9UIF8; also: potency is read from the fitted curve at half-maximal effect; % is scaled to controls: 0 for no effect and ±100 for the full control effect; nearly all actives have a fitted effect of over 60% in size
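BAZ2B (50 nM) with biotin-H3(5-23)K14Ac peptide (50 nM) in PBS pH 7.4, 0.01% Tween-20, preformed 30 min, then compound 30 min at room temperature; top concentration 110uM. AlphaScreen streptavidin donor/nickel chelate acceptor beads (10 ug/mL final), 20 min dark, signal read.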
ERG-DNA inh = blocks human ERG Ets domain binding to DNA; fluorescence polarization, His-ERG Ets domain / labelled DNA; P11308; 0.028% of 370,000 active; Potency, µM (doses to about 76.9 µM), for the others: at the highest dose FP activity, negative = inhibition, usual class: inhibitors; active = well fitted inhibition curve with a large enough effect in the polarisation, with a control signal flat; inconclusive = small, poorly fitted or top-dose-only effect, or effect the other way, or a change in a side signal; inactive = no such curve, though single readings can be large or run the other way; the % refers to the polarisation;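 also: polarization taken with two DNA probes labelled with fluorescein and Texas red; potency is read from the fitted curve at half-maximal effect; % of control where 0% means no effect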
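His-tagged ERG Ets domain (1 uM in the protein solution; 300mM KCl, 50mM Tris-HCl, 1mM EDTA, 1mM DTT, pH 7.5) received compound, then a probe mix of 5 nM fluorescein-DNA and 100nM Texas-615-DNA. Fluorescence polarization was read for both dyes.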
GLS inh = glutaminase GLS (human) inhibition; 0.21% of 410,000 active; Potency, µM (doses to about 45.5 µM), for the others: at the highest dose activity change, negative = inhibition, most hits filed as inhibitors; GLS enzymatic activity, qHTS titration; O94925; also: potency is read from the fitted curve at half-maximal effect; % is scaled to controls: 0 for no effect and ±100 for the full control effect
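hKGA; 45 mM KH2PO4 pH 8.2 + 0.02% Tween-20; cpd via pin tool; 1 mM Gln soln; GluOx/HRP/Amplex Red; RT 30 min; fluor. t0 & final.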
PI4K2A inh = inhibitors of human PI4K2A; Q9BTU6; 0.13% of 420,000 active; activity change, negative = inhibition, % at 76.9 µM; purified PI4K2A, ADP-Glo luminescence, 1 h; stronger effect = lower value; AID 1346378; in the data active = activity change below about -50%; inconclusive = mostly about -30% to -49%;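 also: -100% = wells without enzyme as full effect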
Target sequence (Q9BTU6 whole entry, looked up): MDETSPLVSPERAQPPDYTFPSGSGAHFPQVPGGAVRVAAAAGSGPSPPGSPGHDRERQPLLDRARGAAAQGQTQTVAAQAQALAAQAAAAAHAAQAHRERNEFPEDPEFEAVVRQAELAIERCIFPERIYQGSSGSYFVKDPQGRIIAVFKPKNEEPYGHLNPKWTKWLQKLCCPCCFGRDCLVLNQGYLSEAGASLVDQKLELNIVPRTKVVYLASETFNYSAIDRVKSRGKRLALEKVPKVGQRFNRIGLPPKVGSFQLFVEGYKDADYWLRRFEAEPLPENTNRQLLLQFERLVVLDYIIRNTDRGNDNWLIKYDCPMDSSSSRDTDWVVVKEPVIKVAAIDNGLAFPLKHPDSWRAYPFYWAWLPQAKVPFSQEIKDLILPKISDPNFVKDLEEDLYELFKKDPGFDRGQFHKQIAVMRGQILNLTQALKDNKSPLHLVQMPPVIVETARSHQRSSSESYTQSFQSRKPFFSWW
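ADP-Glo luminescence measured ADP generated by PI4K2A enzyme (4 ug/mL before mixing) with 1.2 mM PI substrate (pre-mix) and 300 microM ATP (pre-mix). Tris pH7.5 buffer with MgCl2, Triton X-100; 1 h reaction at ambient temperature.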
RGS4 inh = human RGS4 inhibition; Potency, µM (doses to about 114 µM), without a hit: at the highest dose activity change, negative = inhibition, actives largely listed as inhibitors; AID 504845; Transcreener GDP fluorescence polarization, RGS4-accelerated GTP hydrolysis; 0.039% of 390,000 active; also: potency is read from the fitted curve at half-maximal effect; % is scaled to controls: 0 for no effect and ±100 for the full control effect; nearly all actives have a fitted effect of over 75% in size; some results filed as inactive show a strong effect at the top dose
Target sequence (P49798 whole entry, looked up): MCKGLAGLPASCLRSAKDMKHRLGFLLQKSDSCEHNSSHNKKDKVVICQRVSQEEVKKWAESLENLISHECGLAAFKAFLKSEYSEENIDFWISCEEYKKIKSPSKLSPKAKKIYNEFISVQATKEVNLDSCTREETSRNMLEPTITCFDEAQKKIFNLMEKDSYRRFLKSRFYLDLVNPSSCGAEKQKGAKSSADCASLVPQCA
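MLSMR compounds (23 nl, pin-transferred) preincubated 10 min at room temperature with a 500nM (2x) first reagent, then RGS4 at 900nM (2x) plus Transcreener GDP mix added; fluorescence polarization (620/688 nm) read before and after 90 min at 30 °C.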
G9a block = blocks human histone lysine methyltransferase G9a; Q96KQ7; G9a H3K9 monomethylation, AlphaScreen, 2 h; Potency, µM (titrated, usually from 102 µM), for inactives: at the highest dose activity, negative = inhibition, most hits filed as inhibitors; 8.8% of 350,000 active; also: potency is read from the fitted curve at half-maximal effect; % is scaled to controls: 0 for no effect and ±100 for the full control effect; nearly all actives have a fitted effect of over 75% in size
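Enzyme 20 nM + cpd, 15 min RT; add b-H3K9 pep 500 nM / SAM 20 uM; 2 h RT; anti-H3K9me1 Ab 0.5 ug/mL + SA donor / anti-rabbit acceptor beads 20 ug/mL each, 10 min; AlphaScreen read.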
Numbers without * were called inactive; ? = inconclusive; / = no result given; & = joins results of further samples; [ ] = remark or other dose. Unless noted, calls follow the shape of the dose curve; as a rule, active = well fitted curve in the direction sought with a large enough effect; inconclusive = small, poorly fitted or top-dose-only effect, or another doubt; inactive = no such curve, though single readings can be large; an effect the other way counts as inactive or inconclusive. The list is partial (hit frequency here may not be typical).

#	JMJD2A Tudor inh	ALOX12 inh	HP1b chromo inh	BAZ2B inh	ERG-DNA inh	GLS inh	PI4K2A inh	RGS4 inh	G9a block	canonical_smiles
1	2%	-5%	43%[activator]	26%	-5%	28%	-9	-17%	?	Cc1cc2c(c(=O)n1CCN(C)C)C(c1ccccc1Br)C(C#N)=C(N)O2 (configuration not stated)
2	-1%	-23%	-9%	-2%	0%	7%	3	-16%	28µM*	CCOC(=O)c1c(NC(=O)Cn2cnc([N+](=O)[O-])n2)sc(C)c1C
3	?	-2%	-32%	2%	-18%	15%	-22	-25%	-49%	CC(=Nc1cc(C(=O)c2ccccc2)ccc1N)C1=C(O)CC(C)(C)CC1=O
4	?	-61%	-16%	?	/	13%	-12	-12%	13µM*	O=C1C(=Cc2ccco2)C(=O)c2ccccc21
5	-12%	166%[activator]	32%	-5%	-3%	0%	1	-4%	?	CCC(C)NC(=O)CNS(=O)(=O)c1ccc(C)cc1 (configuration not stated)
6	-27%	-8%	33%	-9%	19%	15%	-2	-37%	2%	COc1cc(/C=C/C(=O)OCC(=O)NCCc2ccccc2)cc(OC)c1OC
7	-17%	?	4%	8%	3%	9%	-2	5%	-3%[0.501 µM]	CN(C(=O)COC(=O)c1cc2ccccc2cc1O)c1c(N)n(Cc2ccccc2)c(=O)[nH]c1=O
8	-14%	?	28%	-3%	8%	/	6	-3%	-29%[59 µM]	O=C(c1ccco1)N1N=C(c2cccs2)CC1c1ccc(F)cc1 (configuration not stated)
9	-9%	-24%	27%	-13%	-1%	15%	3	16%	-33%	CN1CCCN(c2ccc([N+](=O)[O-])cc2)CC1
10	-15%	114%[activator]	27%	1%	16%	0%	4	5%	4%[59 µM]	COc1ccc(Cl)cc1NC(=O)COC(=O)c1ccc(Cl)nc1
11	-27%	0%	7%	/	-2%	14%	0	8%	/	COc1ccc(NC(C)C(=O)Nc2cccc(S(=O)(=O)N3CCOCC3)c2)cc1OC (configuration not stated)
12	-14%	0%	18%	1%	-8%	-11%	-1	-13%	34%	Cc1ccc(NC(=O)NCCCCc2ccccc2)cc1
13	-24%	0%	-6%	?	4%	2%	-2	-28%	8%[0.501 µM]	CCc1cc(C(c2ccccc2OC)N2CCOCC2)c(NC(=O)c2ccccc2)s1 (configuration not stated)
14	-17%	-2%	26%	-5%	-7%	-2%	-4	20%	-2%	CCOCCCNC(=O)c1cn(CC)c2ccc(S(=O)(=O)N(C)C3CCCCC3)cc2c1=O
15	-7%	2%	-2%	19%	-7%	9%	-22	8%	-29%	COc1cccc(NC(=O)CN2C(=O)NC(C)(c3ccc(C)cc3)C2=O)c1 (configuration not stated)
16	-31%	0%	14%	-18%	?	4%	4	24%	?	O=C(COc1ccc(-c2ccccc2)cc1)N1CCN(C(=O)c2cccs2)CC1
17	3%[57.1 µM]	-4%	30%	7%	1%	-12%	7	-10%[11.4 µM]	11%[59 µM]	CCCNC(=S)N1CCC(NC(=O)C23CC4CC(CC(C4)C2)C3)CC1
18	-9%	-17%	27%[57 µM]	1%	2%	-1%	-5	-16%	-10%[59 µM]	CCc1cccc(NC(=O)c2sc3nc[nH]c(=O)c3c2C)c1
19	-16%	4%	24%	-15%	6%	-5%	-1	-9%	-4%[59 µM]	Cc1ccc(-c2nc(CSc3nnc(C)n4c3cc3occc34)c(C)o2)cc1
20	12%	0%	50%[activator]	1%	-8%	20%	6	-9%	19%[2.33 µM]	CCN1CCN(C(=S)Nc2ccccc2Cl)CC1
21	-11%	-24%	19%	3%	-1%	9%	-3	-2%	/	CC(=O)Nc1ccc(NC(=O)c2ccc(COc3ccccc3)cc2)cc1
22	-12%	-1%	21%	0%	/	2%	1	1%	-19%[59 µM]	O=C(Nc1ccccc1F)c1ccco1
23	23%	?	50%[activator]	-4%	-12%	21%	3	-1%	18%[59 µM]	Oc1ccc(Cl)cc1CNc1ccc(Br)cn1
24	-23%	-12%	18%	-33%	1%	5%	-11	16%	-15%[59 µM]	O=C(Nc1ccc(Cc2ccncc2)cc1)C1CCC(N2C(=O)C3C4C=CC(C5CC45)C3C2=O)CC1 (configuration not stated)
25	-16%	?	-11%	2%	-6%	79%[activator]	-2	8%	?	O=C(Cn1ccc2ccccc2c1=O)NCCC(=O)N1CCN(c2ccccc2)CC1
26	-18%	-24%	5%	-5%	5%	1%	-7	6%	12%[59 µM]	CCC(CC)c1nnc(NC(=O)/C=C/c2ccco2)s1
27	-21%	?	-26%	-1%	-11%	17%	5	-26%	45µM*	Cc1cc(C)n(CCNC(=O)CC2C(=O)NCCN2Cc2ccccc2C(F)(F)F)n1 (configuration not stated)
28	-7%	0%	29%	0%	2%	-2%	-2	-2%	?	CCCCn1c(CN2CCN(C(=O)OCC)CC2)nc2c1c(=O)n(C)c(=O)n2C
29	-12%	0%	29%	15%	-1%	-4%	-1	9%	-2%[2.33 µM]	CC(C)(C)OC(=O)N1CCC[C@H]1C(=O)Nc1ccc(Br)cc1
30	-26%	-18%	41%[activator]	-22%	5%	-13%	-3	1%	-6%[59 µM]	Cc1ccc(Cn2c(=O)n(-c3cc(C)cc(C)c3)c(=O)c3oc4ccccc4c32)cc1
31	?	-11%	0%	-2%	-5%	16%	-4	?	?	COc1ccc(NC(=O)Cc2c(C(=O)O)n(C)c3ccccc23)cc1OC
32	-4%	-5%	29%	-16%	22%	-15%	-3	-1%	-8%[12.7 µM]	CNC(=O)c1ccccc1NC(=O)C1CC(=O)N(c2ccc(OC)cc2)C1 (configuration not stated)
33	-13%	?	-16%	-9%	3%	3%	20	?	40µM*	COC(=O)CNC(c1ccccc1Cl)c1cc(Br)ccc1NC(=O)CCN1CCOCC1 (configuration not stated)
34	11%&-13%	-28%&-18%	16%&44%	-2%&-1%	2%&-2%	5%&1%	2&0	-16%&26%	12%&0%[59 µM]	Cc1cc(C)cc(NC(=O)CCCn2nc(C)c3c(C)n(-c4ccccc4)nc3c2=O)c1
35	-17%	8%	26%	-21%	10%	0%	-4	-4%	-1%	CC1(C)NC(=O)N(CC(O)Cn2c3ccccc3c3ccccc32)C1=O (configuration not stated)
36	86%[activator]	8%	137%[activator]	/	-13%	3%	-11	7%	129%[activator]	COC(=O)c1sc(-c2ccccc2)cc1NC(=O)C1CC1
37	8%	0%	10%	-4%	-4%	-9%	2	-7%	/	Cc1c(C(c2ccc(F)cc2)c2c(C)n(C)n(-c3ccccc3)c2=O)c(=O)n(-c2ccccc2)n1C
38	-1%	15%	37%	-15%	-8%	7%	4	-10%	6%	O=C(O)c1ccc(C2SCC(=O)N2Cc2ccco2)cc1 (configuration not stated)
39	-3%	0%	35%	-2%	1%	8%	4	23%	5%	O=C(CCc1nnc(COc2ccccc2)o1)NCc1ccc(Cl)s1
40	-6%	-2%	18%	-31%	-13%	-9%	-1	-22%	-4%	CCOc1ccc(NC(=O)CN(C)C(=O)c2ccc3c(c2)C(=O)N(CCC(C)C)C3=O)cc1OCC

Compounds shown so far that have an aryl methoxy group, in the order listed:
#	JMJD2A Tudor inh	ALOX12 inh	HP1b chromo inh	BAZ2B inh	ERG-DNA inh	GLS inh	PI4K2A inh	RGS4 inh	G9a block	canonical_smiles
6	-27%	-8%	33%	-9%	19%	15%	-2	-37%	2%	COc1cc(/C=C/C(=O)OCC(=O)NCCc2ccccc2)cc(OC)c1OC
10	-15%	114%[activator]	27%	1%	16%	0%	4	5%	4%[59 µM]	COc1ccc(Cl)cc1NC(=O)COC(=O)c1ccc(Cl)nc1
11	-27%	0%	7%	/	-2%	14%	0	8%	/	COc1ccc(NC(C)C(=O)Nc2cccc(S(=O)(=O)N3CCOCC3)c2)cc1OC (configuration not stated)
13	-24%	0%	-6%	?	4%	2%	-2	-28%	8%[0.501 µM]	CCc1cc(C(c2ccccc2OC)N2CCOCC2)c(NC(=O)c2ccccc2)s1 (configuration not stated)
15	-7%	2%	-2%	19%	-7%	9%	-22	8%	-29%	COc1cccc(NC(=O)CN2C(=O)NC(C)(c3ccc(C)cc3)C2=O)c1 (configuration not stated)
31	?	-11%	0%	-2%	-5%	16%	-4	?	?	COc1ccc(NC(=O)Cc2c(C(=O)O)n(C)c3ccccc23)cc1OC
32	-4%	-5%	29%	-16%	22%	-15%	-3	-1%	-8%[12.7 µM]	CNC(=O)c1ccccc1NC(=O)C1CC(=O)N(c2ccc(OC)cc2)C1 (configuration not stated)
